From PubChem
TWEAK-Fn14 inh – blocks TWEAK-Fn14 interaction in a reporter cell assay; 2% of 360,000 active; TWEAK-stimulated Fn14 reporter cells, luciferase luminescence, 8 h; AID 1159606; inhibition, % at 10 µM; in the data active = inhibition above about 50%
C8 TRAIL sens – caspase-8 TRAIL sensitization; NB7+C8 cells + TRAIL, ATPlite viability luminescence; inhibition (viability loss, TRAIL sensitization), % at 10 µM; 1% of 360,000 active; AID 624354;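 active = compounds causing at least 50% loss of cell viability in the single-dose screen, relative to plate controls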
HIF-2a block – blocks HIF-2a reporter activity | inhibition, % at 18.8 µM | 786-0 RCC cells HIF-2a reporter, luciferase luminescence, overnight | 0.72% of 360,000 active;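 active = inhibition of the luminescence signal of 40% or more relative to plate controls, in a single-dose primary screen at 18.75 µM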
Peg3 prom inh – Peg3 promoter activity inhibition; inhibition, % at 20 µM; 1.7% of 360,000 active; AID 588405; HeLa PEG-Prom luciferase reporter, luminescence, overnight;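 active = inhibition of at least 50% at 20 µM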
TRPM1 prom inh – reduces MITF-dependent TRPM1 promoter luciferase signal; SK-MEL-5 TRPM1 promoter luciferase, 24 h; inhibition, % at 12.5 µM; 0.83% of 330,000 active;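 active = mean inhibition across replicates of 60% or more, whatever share of single replicates reaches that level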; note: values of inactives mirror those of a sister screen read the other way
NR2E3 ag-1 – human photoreceptor-specific nuclear receptor agonism; Q9Y5X4; inhibition of corepressor binding, % at 3.98 µM; CHO-S Gal4-NCOR/VP16-NR2E3 two-hybrid, luciferase; 0.35% of 360,000 active; AID 602229;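 active = inhibition above the mean of all tested compounds plus 3 SD, cut at about 70% in these data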;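 note: 0% = DMSO with NR2E3 transfected cells and 100% = cells lacking NR2E3 construct; higher means lower luciferase signal from less NR2E3 corepressor binding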
Target sequence (Q9Y5X4 whole entry, looked up, the tested form may be a part): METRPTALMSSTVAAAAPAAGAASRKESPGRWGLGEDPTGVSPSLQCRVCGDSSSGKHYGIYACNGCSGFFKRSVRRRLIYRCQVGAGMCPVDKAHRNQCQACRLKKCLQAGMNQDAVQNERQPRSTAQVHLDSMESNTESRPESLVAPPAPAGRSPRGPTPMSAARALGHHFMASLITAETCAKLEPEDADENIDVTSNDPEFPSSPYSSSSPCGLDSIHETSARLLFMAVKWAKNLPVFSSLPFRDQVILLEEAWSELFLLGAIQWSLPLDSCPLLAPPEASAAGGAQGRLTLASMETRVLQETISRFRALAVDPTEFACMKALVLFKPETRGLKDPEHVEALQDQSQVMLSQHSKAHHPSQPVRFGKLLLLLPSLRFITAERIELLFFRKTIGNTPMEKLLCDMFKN
TROY NFkB inh – inhibitors of TROY-dependent NF-kB signaling; 0.98% of 360,000 active; Q293 LMP1-TROYcd NF-kB luciferase reporter, 4 h; AID 1347056; inhibition, % at 10 µM;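 active = compounds whose plate-normalised and pattern-corrected inhibition of the luciferase reporter signal at the single screening dose is 50% or more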
Shn3 inh set2 – inhibitors of Schnurri-3 3'UTR reporter in osteoblasts; inhibition, % at 12.5 µM; Clone20 osteoblast Shn3 3'UTR firefly luciferase, 24 h; 0.52% of 360,000 active;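 active = mean inhibition of at least 75% with every replicate also reaching 75%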;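 note: 0% = median of neutral control wells and 100% = pilot-screen positive control compound; some compounds past the cut are filed as inactive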
KKLEB cytotox – counter-screen for CF NF-kB inhibitors: cytotoxicity; KKLEB CF airway cells viability, ATPlite luminescence, overnight; active compounds read low; cells stimulated with P. aeruginosa culture filtrate; activity change (cytotoxicity), % at 5 µM; 0.36% of 360,000 active;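 active = corrected activity change at or below -50% at 5 µM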
CF NFkB block – cystic fibrosis NF-kB activation inhibition; KKLEB NF-kB-GFP reporter, PAF-induced, GFP fluorescence overnight; inhibition, % at 5 µM; 0.86% of 360,000 active;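 active = at least 50% inhibition at 5 µM, scaled per plate between neutral and stimulator controls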;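 note: PAF is a Pseudomonas aeruginosa culture filtrate used as stimulus; plate controls were PAF-stimulated DMSO wells for no effect and unstimulated DMSO wells for full effect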
NR2E3 ag-2 – NR2E3 (human) agonism; GST-NR2E3/biotin-RetCOR TR-FRET, 1536-well; inhibition of corepressor binding, % at 4.78 µM; 0.12% of 320,000 active; AID 2300;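 active = percent inhibition above the cutoff of mean plus 3 SD of all tested compounds, set per screening campaign, cut at about 20% in these data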;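 note: 0% = DMSO wells and 100% = biotin wells as full block of FRET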
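Material: NR2E3–RetCOR corepressor complex / Amount: 1.35 nM GST-NR2E3 / Medium: Tris pH 7.5 / Compound: single nominal compound dose of 4.8 µM / Incubation: 5 h at 4 °C / Technique: TR-FRET, Eu(K)-anti-GST donor, streptavidin-D2 acceptor, ex 340, em 617/671 nm / Read-out basis: percent loss of FRET ratio relative to control wells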
The depositor's hits bear a star; . = not tested or not shown. This is a subset; rates above refer to the full screens.

SMILES	TWEAK-Fn14 inh	C8 TRAIL sens	HIF-2a block	Peg3 prom inh	TRPM1 prom inh	NR2E3 ag-1	TROY NFkB inh	Shn3 inh set2	KKLEB cytotox	CF NFkB block	NR2E3 ag-2
C[C@@H]1CN([C@H](C)CO)C(=O)CCCn2nncc2CO[C@H]1CN(C)Cc1ccc2c(c1)OCO2	0.8	-8.1	12.8	1.1	.	-19.2	-7.2	-31.3	-4.4	-4.2	.
COc1cccc(CN(C)C(=O)[C@@H](NC(=O)c2ccc(C)cc2)C(C)C)c1	5.4	23.6	13.6	20.3	3.6	7.9	-6.2	2.9	0.7	-2.4	1.8
CC1CCN(CC[C@H]2CCCN2S(=O)(=O)c2cccc(O)c2)CC1	4.1	-7.2	-14.2	-5.3	-3.9	-29.3	10.0	2.6	8.1	-17.1	-0.4
C/C(=N\Nc1nc2ccccc2[nH]1)c1ccc(C)o1	-4.0	15.1	-180.4	-221.0	-3.5	-96.8	13.8	-52.4	-17.1	-1.6	-2.7
COc1ccc(OC)c(S(=O)(=O)n2nc(C)cc2C)c1	-5.6	-6.1	6.4	6.0	2.1	-0.4	-10.0	-3.3	1.5	-5.7	-0.8
Cc1ccc(S(=O)(=O)N[C@@H](Cc2ccccc2)C(=O)N2CCC(C(=O)N[C@H](C(=O)O)C(C)O)CC2)cc1 (stereo not given in full)	4.3	-12.1	10.9	11.9	-7.6	-9.8	13.7	-14.7	10.0	-12.5	-5.9
CNS(=O)(=O)c1ccc(NCC2COc3ccccc3O2)c([N+](=O)[O-])c1 (stereo not given)	-3.5	10.4	-40.5	-39.3	-12.1	-57.3	-24.9	-8.7	10.1	3.0	0.9
COc1ccc(OC)c(S(=O)(=O)Nc2ccc3c(c2)OCCO3)c1	84.2*	-6.9	35.4	18.5	.	0.7	76.4*	-4.3	-8.2	2.3	.
COC(=O)c1c(C(=O)OC)c(-c2ccc(OC)cc2)n2c1CCC2	-30.5	12.2	8.8	18.1	1.0	-5.2	-3.7	11.0	6.7	-22.0	-1.6
COCCn1c(C)cc(C(=O)CSc2nnc(C)s2)c1C	91.1*	49.6*	70.3*	94.7*	66.7*	-70.1	12.8	70.4	-8.3	4.4	-3.5
COc1ccc(N(CC(=O)NCc2ccc(F)cc2)C(=O)c2snc(C(N)=O)c2N)cc1	-15.9	0.4	9.9	0.2	0.4	-10.2	-24.8	5.3	-6.9	6.7	3.0
Cc1ccc(-n2c(SCC(=O)N(C)C)nnc2-c2ccco2)cc1	6.1	2.9	13.6	12.7	10.8	-3.1	-9.2	20.1	9.4	-3.3	0.6
COc1ccc(Sc2nnc(Cc3ccccc3)c3ccccc23)cc1	17.1	6.5	-13.3	35.6	19.0	7.2	0.2	36.7	-8.8	20.3	11.2
O=C(NCCCN1CCCCC1)c1ccc2c(c1)NC(=O)C(N1CCCCC1)S2 (stereo not given)	-3.6	1.1	12.8	33.0	6.7	-0.6	12.1	7.7	-7.2	6.6	1.9
O=C(COC(=O)Cc1ccc(Cl)cc1)Nc1c(F)cccc1F	-16.8	-7.3	20.9	4.0	10.1	-19.4	1.6	12.4	15.3	-6.8	-1.3
N#CCCN1CCN(CCC#N)c2ccccc21	13.6	-15.1	8.0	1.6	6.3	-23.6	9.7	-6.3	-3.2	27.2	.
Cc1cc(C=O)c(C)n1-c1cc(C(=O)O)cc(C(=O)O)c1	0.2	-3.9	7.5	6.9	-2.2	-24.2	-9.0	-6.3	5.9	-16.2	18.1
Nc1c(C=C2C=CC(=O)C=C2)c(=O)nc2sc(CC(=O)N3CCOCC3)nn12	-11.3	6.0	2.8	-4.0	-8.5	-3.7	7.3	-12.2	5.7	0.3	-0.8
Cc1noc(C)c1COc1ccccc1C(=O)NCCc1ccc(S(N)(=O)=O)cc1	19.9	-26.4	4.3	7.0	0.7	-3.3	10.0	-4.7	-7.0	12.3	3.4
CC(C)N(CC(O)COc1ccc(CC(N)=O)cc1)CC(O)COc1ccc(CC(N)=O)cc1 (stereo not given)	-3.9	-16.7	1.2	-2.7	4.3	8.7	13.2	2.7	0.2	12.3	-4.0
O=S(=O)(NC1=NCCC1)c1cccc(NC(=S)NCCc2ccccc2)c1	2.0	-8.0	-10.0	-19.5	6.3	-9.5	-12.2	-17.9	7.8	2.7	4.6
CC(=O)Nc1ccc(NC(=O)/C=C/c2cccc(C(F)(F)F)c2)cc1	-14.9	1.2	11.0	-9.2	-15.1	-9.3	-5.1	-15.6	-16.4	-2.4	1.0
Cc1cc(C)cc(NC(=O)c2cccc(N3C(=O)C4C5C=CC(C5)C4C3=O)c2)c1 (stereo not given)	4.9	5.2	-24.5	-7.1	2.5	-14.2	2.9	-4.5	-1.8	12.2	.
CCOc1ccc(N(C(=O)c2snc(C(N)=O)c2N)C(C)C(=O)NC2CCCCC2)cc1 (stereo not given)	-26.9	11.1	11.2	0.7	7.1	3.3	31.9	-5.9	-5.7	-10.7	3.9
Cc1ccc(S(=O)(=O)N2[C@@H](c3ccc(Cl)cc3)C(C(=O)O)=CC[C@H]2c2cccc(C)c2)cc1	10.0	1.2	9.3	10.9	.	-21.9	11.9	-5.5	5.6	12.6	3.2
Cc1c(NC(=O)COC(=O)/C=C/c2ccccc2Br)c(=O)n(-c2ccccc2)n1C	8.0	5.8	6.3	-7.6	5.0	-26.6	-1.4	16.0	16.5	-21.3	6.3
COC1CCCN(Cc2c(C(=O)N3CCc4ccccc4C3)nc3ccc(Cl)cn23)C1 (stereo not given)	-5.9	-5.1	7.2	-4.5	10.9	-31.4	-29.6	-6.6	11.4	13.4	-1.5
COc1nc(OC)nc(N2CCC(C(=O)NCc3ccc(F)cc3)CC2)n1	-3.1	9.6	11.5	25.0	1.9	15.2	-6.1	8.4	0.7	1.1	1.2
CCC(C(=O)Nc1ccc2c(c1)OCCO2)n1c(=O)[nH]c2ccccc2c1=O (stereo not given)	76.0*	-13.7	27.1	34.2	-17.3	30.7	59.8*	26.8	3.0	-3.7	0.1
O=C(O)COn1c(-c2ccccc2)nc2ccc([N+](=O)[O-])cc21	-32.0	8.4	-315.4	-269.9	-47.3	-215.1	-44.2	-79.2	2.2	-25.4	4.8
CCc1ccc(NC(=O)CSc2nc3cc(C(=O)OC)ccc3c(=O)n2Cc2ccco2)cc1	-8.4	-1.5	14.8	10.8	3.6	-17.6	-13.1	22.3	-14.1	3.3	-0.1
CCn1c(SCC(=O)NCc2ccco2)nnc1-c1ccc(N)cc1	16.1	9.8	17.4	8.4	-2.3	22.2	-1.1	-5.8	10.4	-4.4	1.6
CC1CCC(=NNC(=O)c2ccccc2-n2cccc2)CC1 (stereo not given)	-12.3	-3.7	-9.1	-4.2	3.5	-14.2	15.6	11.9	-4.1	6.7	-1.7
Cc1c(C(=O)O)sc2nc(/C=C/c3cccc(F)c3)[nH]c(=O)c12	28.3	-3.9	17.0	4.3	5.4	-23.1	7.8	2.3	-3.2	-6.4	6.2
CCN1C(=O)/C(=C/C=C2/Sc3ccccc3N2CCO)SC1=S	-1.6	11.3	-18.8	18.5	9.8	-24.7	1.5	-9.4	-18.7	-3.0	-0.8
CCOc1ccc(NC(=O)c2ccc(N3CC4CC(C3)c3cccc(=O)n3C4)c(N)c2)cc1 (stereo not given)	7.2	-16.8	6.3	-4.8	5.4	-12.3	11.2	1.7	-7.5	20.7	-4.5

The final 3 records of the section before are carried over, then new ones follow.
SMILES	TWEAK-Fn14 inh	C8 TRAIL sens	HIF-2a block	Peg3 prom inh	TRPM1 prom inh	NR2E3 ag-1	TROY NFkB inh	Shn3 inh set2	KKLEB cytotox	CF NFkB block	NR2E3 ag-2
Cc1c(C(=O)O)sc2nc(/C=C/c3cccc(F)c3)[nH]c(=O)c12	28.3	-3.9	17.0	4.3	5.4	-23.1	7.8	2.3	-3.2	-6.4	6.2
CCN1C(=O)/C(=C/C=C2/Sc3ccccc3N2CCO)SC1=S	-1.6	11.3	-18.8	18.5	9.8	-24.7	1.5	-9.4	-18.7	-3.0	-0.8
CCOc1ccc(NC(=O)c2ccc(N3CC4CC(C3)c3cccc(=O)n3C4)c(N)c2)cc1 (stereo not given)	7.2	-16.8	6.3	-4.8	5.4	-12.3	11.2	1.7	-7.5	20.7	-4.5
CCOc1ccccc1N1CCN(CC(=O)NC(=O)NCc2ccco2)CC1	-1.0	2.2	7.9	-7.8	-10.3	5.4	6.3	-8.8	-2.7	2.4	0.6
O=c1[nH]cnc2c1C1(CCCC1)Cc1ccccc1-2	12.5	7.6	39.2	6.4	-2.1	10.1	1.8	17.2	12.6	-24.3	-0.1
CC(C)c1cc(C(=O)N2CCCC(Nc3ccc(F)cc3)C2)n[nH]1 (stereo not given)	-3.4	-12.9	-36.0	-4.7	-17.6	30.8	3.4	-7.0	5.6	11.3	-0.7
C=CC[C@H](CC(=O)N(CCO)Cc1ccccc1)C(=O)NC[C@H](OC(=O)[C@@H](CC=C)CC(=O)OC(C)(C)C)c1ccccc1	-2.0	16.1	24.1	22.4	-8.9	-21.2	-9.2	21.1	-0.1	18.9	.
COC1(OC)N=C(N)C2(C#N)C(c3ccc(C)cc3)C12C#N (stereo not given)	0.4	-13.2	17.7	11.2	7.7	-1.1	6.8	2.2	6.4	-4.8	1.9
CCN1CCN(C(c2cc(OC)c(OC)c(OC)c2)c2nnnn2C(C)C)CC1 (stereo not given)	4.5	-20.8	14.5	-3.7	-1.6	1.8	-9.3	8.7	6.9	4.5	-0.5
Cc1n[nH]c(C)c1NC(=O)CN1CCN(S(=O)(=O)c2ccc(C(F)(F)F)cc2)CC1	-1.3	-15.2	7.4	5.8	-0.9	8.2	1.8	-9.6	-1.4	12.3	.
O=C1N[C@@H](Cc2c[nH]c3ccccc23)COC(=O)[C@H](Cc2ccc(F)cc2)C/C=C\C[C@H]1CC(=O)N(CCO)Cc1ccccc1	38.0	7.6	14.2	24.2	-13.7	17.2	24.1	1.6	6.7	-15.4	.
CCCCC(C(=O)NC(C)(C)C)N(Cc1ccccc1Cl)C(=O)c1snc(C(N)=O)c1N (stereo not given)	-3.0	-10.2	8.7	11.8	2.7	-5.8	-9.5	27.9	12.3	5.7	.
CCN(CC(=O)Nc1ccccc1C(F)(F)F)C(=O)Cn1c(=O)cnc2ccccc21	-0.7	-0.7	1.7	4.8	-3.3	3.0	0.4	-7.3	-8.3	10.5	-3.6
C=CCc1cc(Cl)ccc1OC(=O)Nc1cccc(Cl)c1	-9.0	2.3	-135.4	-61.3	-21.9	-4.5	-44.3	-7.2	-1.9	12.4	-2.3
Oc1[nH]c2ccccc2c1N=Nc1c(F)c(F)c(F)c(F)c1F	6.8	-3.1	-25.1	-23.7	11.9	3.0	-28.8	1.4	-5.6	3.1	.
C/C(O)=C(/C=Nc1ccccc1)C(=O)Nc1ccccc1	11.6	-1.3	-45.6	-19.9	7.1	-30.7	-21.5	-7.9	-0.3	-13.6	0.2
N#Cc1ccc(C(=O)NCC(c2ccco2)N2CCCCC2)cc1 (stereo not given)	2.9	-8.1	9.6	9.2	-0.9	-5.2	-1.8	-12.2	0.9	-7.4	0.5
